DAGLB inhibitor: diacylglycerol lipase beta (human) inhibition; HEK293T DAGLB membrane lysate, EnzChek fluorogenic substrate; inhibition, % at 5.17 µM; actives 0.059% (n = 340,000); AID 504411; in the data active = inhibition above about 34%;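 note: 0% = enzyme with vehicle and 100% = wells lacking enzyme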
Target sequence (Q8NCG7 whole entry, looked up): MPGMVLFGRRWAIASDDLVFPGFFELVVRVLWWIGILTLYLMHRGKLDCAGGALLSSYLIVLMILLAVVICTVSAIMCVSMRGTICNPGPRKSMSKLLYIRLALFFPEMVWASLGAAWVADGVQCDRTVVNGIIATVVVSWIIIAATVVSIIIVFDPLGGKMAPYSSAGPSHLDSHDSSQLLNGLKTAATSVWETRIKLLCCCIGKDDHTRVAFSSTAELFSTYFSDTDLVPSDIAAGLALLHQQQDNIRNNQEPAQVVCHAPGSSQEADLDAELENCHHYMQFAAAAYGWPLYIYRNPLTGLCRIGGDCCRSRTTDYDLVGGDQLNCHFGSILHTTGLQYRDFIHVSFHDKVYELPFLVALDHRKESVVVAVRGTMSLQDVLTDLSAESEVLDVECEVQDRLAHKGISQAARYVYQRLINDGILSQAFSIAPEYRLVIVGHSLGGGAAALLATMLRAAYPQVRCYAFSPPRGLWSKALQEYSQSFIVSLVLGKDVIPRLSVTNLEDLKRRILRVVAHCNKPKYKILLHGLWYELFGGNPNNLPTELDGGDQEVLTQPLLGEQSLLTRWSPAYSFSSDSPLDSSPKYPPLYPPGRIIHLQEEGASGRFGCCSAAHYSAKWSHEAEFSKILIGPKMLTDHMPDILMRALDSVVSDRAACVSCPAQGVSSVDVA
PvdQ acylase: blocks Pseudomonas aeruginosa PvdQ acylase activity | purified PvdQ acylase, fluorescence plate reader | inhibition, % at 10 µM | actives 0.063% (n = 340,000) | AID 488965; in the data active = inhibition above about 30%, passing the limit was not always enough;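 note: 0% = vehicle neutral wells and 100% = reference inhibitor wells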
C-LANA FP: inhibitors of KSHV LANA C-terminal domain DNA binding. MBP-C-LANA/FAM-LBS DNA binding, fluorescence polarization. inhibition, % at 9 µM. actives 0.078% (n = 340,000). AID 504423;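 active = highest replicate inhibition at or above 60% at 9 µM, even if other replicates fall short; inactive = all replicates below 60% inhibition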;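 note: 0% = neutral control wells and 100% = 4 µM acridine orange control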
SR-BI DiI-HDL act: enhances SR-BI lipid uptake from DiI-HDL | actives 0.096% (n = 320,000) | activation, % at 12.5 µM | CHO ldlA[mSR-BI] cells, DiI-HDL uptake fluorescence, 3 h; 100 = double the neutral-control signal | AID 504775;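 active = mean replicate activation of at least 60% and every replicate at or above 60%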;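 note: 0% = median plate neutral-control signal and 100% = twice that signal; values of inactives mirror those of a sister screen read the other way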
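Material: SR-BI-overexpressing, LDLR-lacking CHO cells | Dosing: Single compound concentration, delivered by pin transfer | Probe or stimulus: Labelled HDL, 10 µg/mL | Signal: Bottom-read cell fluorescence after medium removal, ex 550/em 595 nm | Schedule: 3 h, 37 °C | Evaluation: HDL uptake via cellular fluorescence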
PKA-R2B act: PKA-R2B complex activation; actives 0.079% (n = 340,000); PKA-R2B holoenzyme dissociation, Cy5-IP20 fluorescence polarization; R2B truncated from residue 108, S112A mutant; 0% DMSO only, 100% 113 µM cGMP; activation, % at 11.4 µM;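 active = activation above a cutoff set at the mean over all compounds plus 3 SD, cut at about 18% in these data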;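 note: higher means more holoenzyme dissociation and a rise in polarization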
Target sequence (P31323 whole entry, looked up, other chains not shown, the tested form may be a part): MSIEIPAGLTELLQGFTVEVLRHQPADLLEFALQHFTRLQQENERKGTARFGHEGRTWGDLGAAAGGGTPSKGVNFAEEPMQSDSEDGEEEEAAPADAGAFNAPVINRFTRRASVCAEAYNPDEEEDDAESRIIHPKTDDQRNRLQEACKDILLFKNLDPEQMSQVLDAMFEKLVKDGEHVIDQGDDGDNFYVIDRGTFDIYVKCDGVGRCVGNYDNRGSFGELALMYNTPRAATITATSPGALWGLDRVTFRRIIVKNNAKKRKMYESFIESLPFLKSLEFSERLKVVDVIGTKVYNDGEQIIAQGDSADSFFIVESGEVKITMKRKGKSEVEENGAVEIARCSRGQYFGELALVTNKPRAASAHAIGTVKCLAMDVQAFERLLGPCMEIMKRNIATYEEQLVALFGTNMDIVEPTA
Arr AP2 block: human beta-arrestin and AP2 interaction inhibition | FITC-arrestin peptide / GST-AP2 beads, flow cytometry; AP2 beta2 appendage carries R879A mutation | inhibition, % at 10 µM | actives 0.31% (n = 340,000) | AID 504490;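 active = inhibition above a set limit, near 3 SD of compounds lacking own fluorescence, cut at about 54% in these data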;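 note: plate controls were DMSO wells for no effect and 5 µM unlabelled arrestin peptide for full effect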
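System: GST-AP2 R879A bound to glutathione beads, E. coli-expressed. Also added: 50 nM FITC-arrestin peptide. Schedule: compound with beads 12 min RT, then probe 1 h RT. Signal: bead flow cytometry, FITC channel. Read-out basis: percent response.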
Keap1 Nrf2 FP: Keap1-Nrf2 (human) interaction inhibition; Q14145; Keap1 Kelch-Nrf2 peptide fluorescence polarization, 1536-well; inhibition, % at 9.4 µM; actives 0.15% (n = 340,000); AID 504523; in the data active = inhibition above about 12%;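 note: human Keap1 Kelch domain with fluorescein labeled Nrf2 9mer peptide probe; 0% = neutral control wells and 100% = peptide positive control; higher means more block of Keap1 binding to Nrf2 peptide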
RTF Ca sens inh: cardiac RTF calcium desensitization | P19429+P45379 | IANBD-labeled cardiac RTF, Ca2+ fluorescence | inhibition, % at 7.15 µM | actives 0.12% (n = 340,000) | AID 493244;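 active = inhibition above the mean inhibition of all tested compounds plus 3 SD, cut at about 17% in these data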;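 note: assay run at fixed EC70 calcium of 1.6 mM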
SR-BI HDL uptake: mouse SR-BI HDL lipid transfer inhibition. Q61009. ldlA[mSR-BI] CHO cells, DiI-HDL uptake fluorescence, 3 h. inhibition, % at 12.5 µM. actives 0.96% (n = 320,000);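 active = mean replicate inhibition of at least 70% and a set share of replicates each scoring 70 or more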;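 note: 0% = median of neutral control wells and 100% = median of positive control wells; values of inactives mirror those of a sister screen read the other way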
NSD2 HMT inh: blocks human histone methyltransferase NSD2 | O96028 | NSD2 peptide methylation, AlphaScreen, 120 min | inhibition, % at 12.5 µM | actives 0.54% (n = 310,000) | AID 743445; in the data active = inhibition above about 50%
Active calls of the source: *; . = not tested or not shown.

SMILES | DAGLB inhibitor | PvdQ acylase | C-LANA FP | SR-BI DiI-HDL act | PKA-R2B act | Arr AP2 block | Keap1 Nrf2 FP | RTF Ca sens inh | SR-BI HDL uptake | NSD2 HMT inh
CSc1ccccc1OCc1cc(C(=O)N2CCC(c3ccncc3)CC2)no1 | -4 | 9 | -1.7 | -8 | -5 | 28 | 1 | 3 | 8 | 1
O=C(CN1CCOCC1)Nc1cccc(S(=O)(=O)N2CCCCCC2)c1 | -1 | 6 | 0.3 | -19 | -3 | 45 | 0 | -2 | 19 | -4
O=C(CNS(=O)(=O)c1cccs1)N1CCN(c2ccccn2)CC1 | -6 | 1 | -4.1 | 7 | -2 | -2 | -3 | 1 | -7 | 0
O=C1C=Cc2cccc3ccc(O)c1c23 | 2 | -12 | 1.1 | -2 | -1 | 17 | -3 | 1 | 2 | 0
Cc1ccc2nc(-c3ccc(O)cc3)oc2c1 | -3 | 32* | 0.1 | -14 | -15 | 48 | 0 | 0 | 14 | -1
CC(C)(C)c1ccc(C(=O)NCCC(=O)Nc2cc(Cl)ccc2N2CCOCC2)cc1 | -1 | -15 | 0.7 | 5 | 6 | 9 | -5 | 1 | -5 | -2
N#CC(=Cc1ccncc1)c1ccccc1 | -1 | 8 | 1.6 | 3 | -2 | 5 | 3 | -2 | -3 | 1
Cc1c(Cl)cccc1NC(=O)COC(=O)C12CC3CC(CC(O)(C3)C1)C2 | -2 | 11 | -1.1 | 19 | 3 | -1 | 4 | -6 | -19 | .
COC(=O)Nc1ccc(S(=O)(=O)NNC(=O)c2c(O)c3ccccc3n(C)c2=O)cc1 | 6 | -8 | 0.6 | 11 | -6 | 3 | -2 | 0 | -11 | -1
Cc1[nH]c(=S)c(C#N)c(-c2ccco2)c1C(=O)N(C)C | 0 | 4 | 3.8 | 25 | 5 | 18 | -2 | -6 | -25 | 3
O=C(CNC(=O)c1cccs1)c1ccc(Cl)cc1 | -4 | -1 | 0.4 | -6 | 0 | 15 | -6 | -12 | 6 | -1
CCOc1ccccc1/C=C/C(=O)c1ccc(Cl)cc1 | -7 | -4 | -0.8 | -25 | -6 | -8 | -5 | -14 | 25 | 0
CCOc1ccc(NC(=S)N2CCN(C/C=C/c3ccccc3)CC2)cc1 | -1 | -7 | 0.7 | 13 | 0 | 0 | -3 | 4 | -13 | 4
CCCCn1c(N)c(N(CCOC)C(=O)CC(NC(=O)c2ccccc2)c2ccccc2)c(=O)[nH]c1=O (configuration not stated) | 2 | -12 | -0.7 | 15 | -3 | -9 | -4 | -4 | -15 | -2
CCOc1cc(OCC)cc(C(=O)Nc2cccc(C(C)=O)c2)c1 | -2 | 3 | 1.6 | -67 | 0 | -11 | -1 | 1 | 67 | -1
CC(C)(C)c1ccc(C(=O)NCC(=O)N2CCNC(=O)C2)cc1 | -1 | 9 | -0.6 | 5 | -2 | 14 | 0 | 3 | -5 | -2
COC(=O)C1Sc2[nH]c(=O)sc2C(c2ccc(Cl)cc2)C1C(=O)OC (configuration not stated) | 1 | 6 | 1.2 | 12 | -13 | 5 | -2 | 1 | -12 | .
COc1ccc(N2CCN(c3cc(C)c4cccc(C)c4n3)CC2)cc1 | -5 | 0 | -1.0 | -61 | 8 | 21 | 3 | 0 | 61 | 2
COc1ccc(CN2CC(=O)N3[C@H]4c5ccccc5OC[C@@H]4[C@H](c4ccccc4)[C@]3(C)C2=O)cc1 | -9 | -10 | 3.1 | -23 | -1 | 18 | -2 | -15 | 23 | .
CCn1c(C(=O)NCCCc2ccccc2)cc2sccc21 | -9 | -5 | -3.1 | . | -3 | 58* | -5 | -5 | . | -3
CCc1cccc(C)c1NC(=O)c1cc(-c2ccncc2)nc2ccccc12 | 7 | 11 | -0.5 | -27 | -3 | -5 | -1 | 7 | 27 | 2
CC(C)C(=O)Nc1ccc(C(=O)NNC(=S)NC(=O)c2ccco2)cc1 | -1 | -8 | 0.8 | . | 2 | -5 | -4 | 0 | . | -6
O=C(Nc1ccc2c(c1)CCC2)c1ccccc1 | -2 | -13 | -1.2 | -6 | -4 | -2 | -5 | 13 | 6 | -3
COc1ccc(-n2c(SCC(=O)Nc3nc(C)cs3)nnc2-c2ccoc2C)cc1 | -2 | -7 | -0.1 | -15 | 0 | 12 | -4 | -12 | 15 | -2
Cc1ccc(CNC(=O)c2ccc(Cn3nc(C)c(Cl)c3C)o2)cc1 | -2 | -16 | -0.8 | -25 | -4 | 2 | -7 | 0 | 25 | 0
Cc1cc(CNC(=O)COc2ccc(C#N)cc2)c2ccccc2n1 | -3 | 4 | 1.8 | 23 | -7 | . | 0 | 5 | -23 | -1
CCN(CC)c1ccc(N=Cc2ccccc2[N+](=O)[O-])cc1 | 12 | -4 | -3.1 | -3 | -64 | 8 | -5 | 6 | 3 | .
O=C1CNC(=O)N1 | 0 | -9 | 0.4 | 6 | -4 | -6 | 0 | 9 | -6 | .
Cn1cc(-c2ccccc2C(N)=O)c(=O)c2cc(Cl)ccc21 | 1 | -28 | -0.6 | -15 | 2 | -10 | -1 | -7 | 15 | 20
Cc1ccc2nc(SCC(=O)Nc3ccc4[nH]c(=O)[nH]c4c3)[nH]c2c1 | 2 | -10 | -0.3 | -23 | 0 | -7 | 4 | 0 | 23 | -1

A second format for part of the listing above.
> CCN(CC)c1ccc(N=Cc2ccccc2[N+](=O)[O-])cc1
  DAGLB inhibitor = 12	PvdQ acylase = -4	C-LANA FP = -3.1	SR-BI DiI-HDL act = -3	PKA-R2B act = -64	Arr AP2 block = 8	Keap1 Nrf2 FP = -5	RTF Ca sens inh = 6	SR-BI HDL uptake = 3	NSD2 HMT inh = .

> CCn1c(C(=O)NCCCc2ccccc2)cc2sccc21
  DAGLB inhibitor = -9	PvdQ acylase = -5	C-LANA FP = -3.1	SR-BI DiI-HDL act = .	PKA-R2B act = -3	Arr AP2 block = 58*	Keap1 Nrf2 FP = -5	RTF Ca sens inh = -5	SR-BI HDL uptake = .	NSD2 HMT inh = -3

Carrying on.
SMILES | DAGLB inhibitor | PvdQ acylase | C-LANA FP | SR-BI DiI-HDL act | PKA-R2B act | Arr AP2 block | Keap1 Nrf2 FP | RTF Ca sens inh | SR-BI HDL uptake | NSD2 HMT inh
O=C(Nc1c(-c2ccccc2)nc2ccc(Cl)cn12)c1cccs1 | -1 | 3 | -0.8 | -10 | -4 | 33 | -2 | -26 | 10 | -1
O=C(c1nc2nc(-c3ccc(Cl)cc3)cc(C(F)(F)F)n2n1)N1CCOCC1 | 1 | -15 | 0.8 | . | -4 | -6 | -7 | -7 | . | -1
Cc1ccc(NC(=O)N2CCCc3ccccc32)cc1C | 1 | -7 | -0.1 | -16 | 1 | 30 | -1 | -9 | 16 | -3
O=C(Cn1cc([N+](=O)[O-])cn1)NCc1ccccc1 | 0 | -4 | 1.0 | 30 | 1 | -2 | -1 | 3 | -30 | -3
O=C(O)CC(NS(=O)(=O)c1ccc2c(c1)OCCO2)c1ccccc1[N+](=O)[O-] (configuration not stated) | 2 | -6 | 1.5 | -3 | 9 | -3 | 3 | 0 | 3 | -1
O=C(O)COCC(=O)Nc1ccccc1-c1ccccc1 | 1 | -3 | -2.6 | 18 | -16 | -8 | -4 | -15 | -18 | 8
Cc1nc(C)c(C(=O)Nc2cccc(Cl)c2)o1 | 0 | -3 | -1.2 | -1 | -2 | 4 | 4 | -6 | 1 | -3
O=C(CCNC(=O)c1ccccc1)N/N=C/c1ccc([N+](=O)[O-])cc1 | 2 | -9 | -3.0 | -10 | 6 | 14 | 2 | 6 | 10 | -3
Cc1ccc(S(=O)(=O)NN=Cc2ccc(N3CCOCC3)cc2)cc1[N+](=O)[O-] | 0 | 2 | -3.3 | 2 | 7 | 37 | 7 | -6 | -2 | 4
O=C(COc1cccc2ccccc12)N/N=C/c1ccccc1OCc1ccc(C(=O)O)cc1 | 1 | -6 | 0.8 | -13 | -7 | 9 | 2 | 3 | 13 | -3
Cc1csc2c(=O)sc(NC(=O)c3ccco3)nc12 | -1 | 6 | 1.8 | 0 | -1 | 25 | 0 | -7 | 0 | 0
Cc1cc(-c2nnc(CCC(=O)NCC(C)c3ccccc3)o2)no1 (configuration not stated) | 1 | -11 | 1.3 | . | -1 | -15 | -5 | -9 | -18 | -2
N#Cc1cccc(S(=O)(=O)NNC(=O)C23CC4CC(CC(C4)C2)C3)c1 | 2 | -9 | -0.3 | 11 | 2 | 13 | 0 | 5 | -11 | 12
O=C1CCCC/C1=C\Nc1ccc(C(=O)O)c(O)c1 | 0 | 2 | 13 | . | -7 | 9 | -4 | -2 | . | 6
O=C(Nc1ccccc1N1CCOCC1)c1cccc(NS(=O)(=O)c2ccc(F)c(F)c2)c1 | -1 | -17 | 3.0 | -20 | -1 | -1 | 0 | -2 | 20 | 2
CCc1nnc(NC(=O)CCC(=O)N2CCN(CCOc3ccc(C)cc3)CC2)s1 | 0 | -4 | -0.3 | 17 | 4 | 19 | 2 | -1 | -17 | -1
O=C(NC1CCCCCCC1O)c1ccccc1 (configuration not stated) | -1 | -9 | 0.7 | 14 | 2 | -6 | -2 | 3 | -14 | 1
C=CCn1c(C)nnc1SCC(=O)c1c(N)n(C2CC2)c(=O)[nH]c1=O | 2 | -11 | 2.7 | 35 | -9 | 0 | 1 | -1 | -35 | -3
Cc1ccsc1/C=N\NC(=O)c1ccc2c(c1)OCO2 | 1 | -11 | 3.1 | -19 | -8 | -6 | -8 | -13 | 40 | 0
COc1ccc(-c2oc3ccc(N4CCOCC4)cc3c2C#Cc2ccc(N)cc2)cc1 | 3 | -16 | -0.5 | -50 | -3 | 17 | -4 | -1 | 50 | .
O=C(CS(=O)(=O)c1ccc(F)cc1)N1CCN(c2ccccc2)CC1 | 1 | -10 | -1.5 | -4 | 7 | -7 | -2 | -7 | 4 | -1
COCCCNC(=O)c1ccccc1C(F)(F)F | -1 | -10 | 0.8 | . | 7 | -4 | -6 | -6 | . | -2

Among those listed so far, these have two or more sulfur atoms.
SMILES | DAGLB inhibitor | PvdQ acylase | C-LANA FP | SR-BI DiI-HDL act | PKA-R2B act | Arr AP2 block | Keap1 Nrf2 FP | RTF Ca sens inh | SR-BI HDL uptake | NSD2 HMT inh
O=C(CNS(=O)(=O)c1cccs1)N1CCN(c2ccccn2)CC1 | -6 | 1 | -4.1 | 7 | -2 | -2 | -3 | 1 | -7 | 0
COC(=O)C1Sc2[nH]c(=O)sc2C(c2ccc(Cl)cc2)C1C(=O)OC (configuration not stated) | 1 | 6 | 1.2 | 12 | -13 | 5 | -2 | 1 | -12 | .
COc1ccc(-n2c(SCC(=O)Nc3nc(C)cs3)nnc2-c2ccoc2C)cc1 | -2 | -7 | -0.1 | -15 | 0 | 12 | -4 | -12 | 15 | -2
Cc1csc2c(=O)sc(NC(=O)c3ccco3)nc12 | -1 | 6 | 1.8 | 0 | -1 | 25 | 0 | -7 | 0 | 0
